From PubChem
KinaseGlo FLuc: blocks Kinase-Glo luciferase, a counter-screen artifact. AID 1379. Kinase-Glo luciferase, ATP luminescence, 8 min. 200,000 tested, 0.28% active. Q27757. Potency, µM (titrated, usually from 38.3 µM), for the others: at the highest dose activity change, negative = inhibition, actives largely listed as inhibitors; further: potency means the concentration at half of the fitted maximal effect; on the % scale 0 is the no-effect control and ±100 the full control effect; nearly all actives have a fitted effect of over 60% in size
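Recombinant Kinase-Glo luciferase, 10 uM ATP (linear range), luciferin; imidazole pH 7.2 / KCl / MgCl2 / Tween / BSA buffer; 8 min RT; luminescence.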
CBFb-RUNX1 inh: CBF-beta/RUNX1 interaction disruption; AlphaScreen CBFb-His/RUNX1-biotin binding, biochemical; Potency, µM (doses to about 59.8 µM), without a hit: top-dose activity, negative = inhibition, usual class: inhibitors; 230,000 tested, under 10 active; Q01196+Q13951; further: % of control where 0% means no effect
Target sequence (Q01196 whole entry, looked up): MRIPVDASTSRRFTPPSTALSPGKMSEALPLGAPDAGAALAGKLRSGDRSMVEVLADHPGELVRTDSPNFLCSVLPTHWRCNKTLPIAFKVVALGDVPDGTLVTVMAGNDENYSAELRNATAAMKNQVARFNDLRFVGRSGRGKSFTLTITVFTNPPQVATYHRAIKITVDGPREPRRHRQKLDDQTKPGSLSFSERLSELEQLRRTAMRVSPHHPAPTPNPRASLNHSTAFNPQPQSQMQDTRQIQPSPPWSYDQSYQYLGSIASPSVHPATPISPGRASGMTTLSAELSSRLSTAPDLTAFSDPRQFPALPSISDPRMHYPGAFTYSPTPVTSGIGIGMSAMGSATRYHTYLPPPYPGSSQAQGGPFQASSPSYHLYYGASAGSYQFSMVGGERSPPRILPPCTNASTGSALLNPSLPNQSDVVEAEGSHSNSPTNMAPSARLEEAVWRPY
Target sequence (Q13951 whole entry, looked up): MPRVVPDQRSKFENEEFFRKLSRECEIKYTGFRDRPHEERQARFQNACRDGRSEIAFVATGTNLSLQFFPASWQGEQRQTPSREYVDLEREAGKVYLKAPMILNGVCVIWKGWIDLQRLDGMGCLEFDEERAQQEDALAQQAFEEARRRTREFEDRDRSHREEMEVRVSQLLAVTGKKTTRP
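AlphaScreen proximity signal reports loss of binding between His-tagged CBF-beta and biotin-labelled RUNX1, each at 30 nM. Proteins are pre-associated for 20 minutes, compounds added for 15 minutes, then beads for 90 minutes, all at ambient temperature.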
HTT cytoprotect: cytoprotection in Huntington HTT-Q103 PC12 cell model. PC12 HTT-Q103 induced, cytoprotection, ATP luminescence, 40 h. Potency, µM (doses to about 56.4 µM), for the others: cytoprotection (ATP increase), most hits filed as activators. 230,000 tested, 0.14% active. AID 1471;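 further: potency means the concentration at half of the fitted maximal effect; % of control where 0% means no effect; nearly all actives have a fitted effect of over 45% in size; toxic huntingtin expression switched on by the ecdysone agonist tebufenozide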
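Quantitative HTS on tebufenozide-induced (100 nM) PC12 cells expressing HTTQ103 exon 1–GFP; compounds tested as a concentration series; survival measured via cellular ATP.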
SMN2 splice up: SMN2 splice variant enhancement | Potency, µM (highest dose often 46.1 µM), for inactives: at the highest dose activity change, positive = activation, usual class: activators | 210,000 tested, 2.8% active | HEK293 SMN2-luciferase splicing reporter, luminescence, 30-36 h; further: potency means the concentration at half of the fitted maximal effect; % of control where 0% means no effect; nearly all actives have a fitted effect of over 55% in size
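HEK293 cells carry an SMN2 […]–luciferase reporter in which exon 7 inclusion puts luciferase in frame. Cells were plated 10-12 h before compound addition, then incubated 30-36 h at 37C. ONE-Glo luminescence was read; sodium butyrate at 4.5 mM final served as control.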
HTT aggregate: mutant huntingtin aggregation inhibition | PC12 HttQ103-GFP aggregates, Acumen cytometry, 40 h | AID 1688 | 220,000 tested, 1.1% active | Potency, µM (doses to about 46.1 µM), inactives show top-dose activity change, negative = inhibition, hits mostly inhibitors; further: potency means the concentration at half of the fitted maximal effect; on the % scale 0 is the no-effect control and ±100 the full control effect; nearly all actives have a fitted effect of over 60% in size
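Multiplexed with ATP-based cell death, this channel scores GFP aggregates in PC12 cells expressing inducible HTTex1-Q103-GFP. Induction used 100 nM tebufenozide; compounds were tested in concentration series.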
IMPase Li inh: IMPase inhibition in cells with lithium potentiation. CHO-M1 cells, IP1 TR-FRET (IP-One), carbachol + lithium. Potency, µM (highest dose often 59.4 µM), inactives show top-dose activity, negative = IMPase inhibition, hits mostly inhibitors. 210,000 tested, 0.35% active. AID 1457;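 further: IP1 builds up when IMPase is blocked and the TR-FRET signal falls; potency means the concentration at half of the fitted maximal effect; plate controls were basal vehicle for no effect and high inhibitor control for full effect; nearly all actives have a fitted effect of over 50% in size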
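CHO cells stably expressing M1 receptor (2000/well, cultured 16–30 h) treated 30 min at 37C with compound plus low lithium. Cytosolic IP1 by TR-FRET (665/620 ratio and 620 channel) after 10 min lysis; AC50 by Hill fit.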
Lamin A splicing: changes lamin A minigene splicing in HeLa cells. HeLa LMNA splicing GFP/RFP minigene ratio, 48 h. Potency, µM (series often up to 46.1 µM), inactives show at the top dose ratio change, negative = inhibition, most hits filed as inhibitors. 200,000 tested, 0.01% active. AID 1487; active means well fitted inhibition curve with a large enough effect in the signal ratio, with a control signal flat, not every such curve was filed as active; inconclusive means small, poorly fitted or top-dose-only effect, or effect the other way, or a change in a side signal; the % refers to the signal ratio; further: potency means the concentration at half of the fitted maximal effect; on the % scale 0 is the no-effect control and ±100 the full control effect
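S3 HeLa cells stably expressing lamin A-EGFP splicing minigene plus DsRed2, 600 cells/well, 48 h compound exposure at 37C. Laser-scanning cytometry; analysed as GFP (500-530 nm)/RFP (575-640 nm) total intensity ratio; 0.5% DMSO vehicle.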
An asterisk follows results filed as active; ? = inconclusive; nt = no result given; & = joins results of further samples; [ ] = dose if it differs, or a comment. Unless noted, the call rests on the fitted dose curve; in most records, active means well fitted curve in the direction sought with a large enough effect; inconclusive means small, poorly fitted or top-dose-only effect, or another doubt; inactive means no such curve, though single readings can be large; an effect the other way counts as inactive or inconclusive.

Sequence of screens: KinaseGlo FLuc, CBFb-RUNX1 inh, HTT cytoprotect, SMN2 splice up, HTT aggregate, IMPase Li inh, Lamin A splicing
O=C(Nc1ccc2c(c1)OCO2)N1CCN(C(=O)C2CCCO2)CC1 (centres undefined)
  2%, 3%, -10%, 15%, -7%, -1%, -1%
CCCNS(=O)(=O)c1ccc(N2CCCC2=O)c([N+](=O)[O-])c1
  6%, 7%, -8%[10 µM], -2%, -2%, -3%, -6%
NC(=O)c1c(NC(=S)Nc2ccc(F)cc2)sc2c1CCCC2
  -3%, 2%, -7%[10 µM], nt, -15%[9.22 µM], -15%, nt
COc1ccc(NC(=O)C(NC(=O)c2ccccc2)C(C)C)cc1 (centres undefined)
  -1%, 10%, -16%, 15%, -12%, 3%[38.3 µM], 4%
O=C(NCCN=C1NS(=O)(=O)c2ccccc21)c1ccco1
  0%, -1%, -11%, -1%, -11%, 17%[38.3 µM], 11%
CCn1cc(/C=N\NC(=O)c2ccccc2Cl)cn1
  -1%, -5%, nt, 43%, 12%, -6%, -1%
CC(=O)Nc1cccc(OCC(=O)NS(=O)(=O)c2ccc(C)cc2)c1
  3%, 8%, -13%[0.074 µM], 14%, 5%, 19%[38.3 µM], 5%
COc1cc(C(=O)OCc2cc3ccccc3[nH]c2=O)cc(OC)c1OC
  -1%, 2%, -15%[0.074 µM], ?, 14%, ?, -14%
Cc1ccc(Cn2c(=O)n(Cc3ccco3)c(=O)c3ccccc32)cc1
  2%, -8%, 6%[10 µM], -27%, 6%, -9%, -7%
CSc1nc(-c2ccco2)nn1C(=O)c1ccc(C)cc1
  0%, 3%, -16%, -3%, 0%, 7%, -9%

2 compounds from above, limited to IMPase Li inh.
SMILES | IMPase Li inh
COc1cc(C(=O)OCc2cc3ccccc3[nH]c2=O)cc(OC)c1OC | ?
Cc1ccc(Cn2c(=O)n(Cc3ccco3)c(=O)c3ccccc32)cc1 | -9%

More entries
Sequence of screens: KinaseGlo FLuc, CBFb-RUNX1 inh, HTT cytoprotect, SMN2 splice up, HTT aggregate, IMPase Li inh, Lamin A splicing
CCc1ccc(/C=C2\Oc3c(ccc(O)c3CN3CCN(C)CC3)C2=O)cc1
  nt, 2%, -26%[10 µM], nt, -11%[9.22 µM], nt, nt
Cc1nc2ccc(S(=O)(=O)NCC(=O)NCCN3CCCCC3C)cc2s1 (centres undefined)
  -7%, -3%, -7%, -18%, 15%, 12%[38.3 µM], -3%
CC1(C)OC2C(CO)OC(n3cnc4c(=O)[nH]cnc43)C2O1 (centres undefined)
  -2%, nt, nt, 0%, nt, 3%, -8%
O=C(NC1CCCc2ccccc21)c1cccc(S(=O)(=O)N2CCN(c3ccccc3)CC2)c1 (centres undefined)
  -3%, -11%, -13%, -25%, -4%, 16%[38.3 µM], ?
Cc1ccccc1NC(C)C(=O)N/N=C/c1c[nH]c2ccccc12 (centres undefined)
  1%, -12%, 1%, 11%, 6%, 12%, 7%[46 µM]
COc1cc(CC(=O)OCC(=O)Nc2ccc(N3CCOCC3)cc2)cc(OC)c1OC
  -2%, -1%, -49%[inhibitor], -9%, 19%, -1%, nt
Nc1nc(COc2ccccc2)cs1
  -4%, 6%, -25%, 2%, 12%, -8%[38.3 µM], 2%
CC(NC(=O)Nc1ccc([N+](=O)[O-])cc1)C(c1ccccc1)N1CCOCC1 (centres undefined)
  4%, 16%, 15%[10 µM], 0%, -10%, 31%[activator], -4%[46 µM]
N#Cc1ccccc1Cn1cc(/C=C/[N+](=O)[O-])c2ccccc21
  4%, 7%, nt, -65%[inhibitor], ?, 23%, ?
CSc1ccccc1C(=O)N(C)Cc1ccccc1
  -1%, 1%, -10%, -7%, 14%[9.22 µM], 5%, 19%[46 µM]
CCOC(CNC(=O)c1ccc2c(c1)ncn2-c1cccc(F)c1)OCC
  -1%, 3%, 2%, -22%, -7%, 1%, nt
CN(C)N1C(=O)CC(N2CCCCC2)C1=O (centres undefined)
  1%, 12%, -25%, 8%, 7%, 8%, 3%[46 µM]
O=C(Nc1nnc(COc2ccc(F)cc2)s1)Nc1ccccc1F
  nt, 9%, -13%[10 µM], nt, ?, nt, nt
CCCNS(=O)(=O)c1ccc(CCC(=O)N2CCC(C)CC2)cc1
  3%, 1%, -9%, -4%, 3%[9.22 µM], -5%[38.3 µM], 9%
CCCc1c(C)c2c(C)[nH]nc2oc1=O
  0%, -2%, -11%, 2%, -3%, -11%[38.3 µM], 9%
Cc1cccc(-n2c(=O)[nH]c3c(C(N)=O)nc(-c4ccccc4Cl)nc32)c1
  0%, -3%, -31%, 10%, -20%, 6%[38.3 µM], 1%
O=C(COC(=O)c1cccnc1)Nc1cccc(Cl)c1
  -1%, 3%, 16%, -5%, 14%, -10%[38.3 µM], 0%
Cc1cc(C)cc(NC(=O)CCN2CC(C)OC(C)C2)c1 (centres undefined)
  0%, 3%, 10%, -13%, 19%, -18%[38.3 µM], -7%
CCOc1ccc(N(CC(=O)Nc2ccc(F)c(F)c2)S(=O)(=O)c2c(C)noc2C)cc1
  7%, 5%, -2%[10 µM], -7%, -7%, 20%, ?
CCN(C(=O)COC(=O)c1cc2ccccc2cc1O)C1CCS(=O)(=O)C1 (centres undefined)
  -3%, -2%, -6%, -19%, 11%, 1%[38.3 µM], 9%[0.0737 µM]
COC(=O)/C(=C\c1ccc2c(c1)c1ccccc1n2C)NC(=O)c1ccccc1
  -1%, -8%, 4%[10 µM], -14%[1.84 µM], -7%, 7%, -21%
O=Cc1ccccc1-n1cccn1
  1%, 22%, -20%, -1%, -26%, -1%, nt
O=C(CCC(=O)c1ccc(F)cc1)Nc1cccnc1
  0%, 12%, 3%[10 µM], -4%, -1%, -3%, -10%
COc1ccccc1NC(=O)C(C)Sc1nnnn1C (centres undefined)
  2%, 2%, 2%, -13%, 22%, -1%[38.3 µM], ?
Cc1cc(C)c(OCCCCn2cnc3ccccc3c2=O)c(C)c1
  -3%, 5%, -65%[inhibitor], -7%, -11%, 14%[38.3 µM], 10%
O=C(NC1CCCCC1)C(c1ccncc1)N(Cc1ccc2c(c1)OCO2)C(=O)C(F)(F)F (centres undefined)
  -2%, -13%, 18%[10 µM], -3%, -4%, 7%, 0%
CC(=O)Nc1ccc(OCc2ccc(S(=O)(=O)Cc3ccccc3)cc2)cc1
  4%, 5%, -37%[inhibitor], -14%, -17%, -8%, -4%[46 µM]
CS(=O)(=O)N1CCC(C(=O)NCc2ccc(Cl)cc2)CC1
  nt, 10%, 9%[10 µM], nt, -4%[9.22 µM], nt, nt
CC(=O)Nc1ccccc1C(=O)C(=O)O
  1%&-1%, 3%&3%, -57%&17%[inhibitor], 4%&7%, 8%, 8%, 5%
COc1ccc(CCn2nnnc2C(C(C)C)N2CCN(c3ncccn3)CC2)cc1OC (centres undefined)
  1%, 4%, -18%[10 µM], 5%, -3%, 20%[38.3 µM], ?
COc1ccc(Cl)cc1N1C(=O)C2CCCN2C1c1ccccc1F (centres undefined)
  2%, 2%, -15%, -29%, 1%, -23%[38.3 µM], -5%
Cc1ccc(O)c(C(=O)/C=C/c2ccc3c(c2)OCCO3)c1
  -12%, -5%, 15%, 6%, ?, 13%, nt
O=C(N/N=C/C=C/c1ccco1)c1cnccn1
  nt, 1%, 13%[10 µM], nt, 21%[9.22 µM], nt, nt
O=C(Nc1ccc2[nH]c(=O)[nH]c2c1)c1cc(F)c(F)cc1Cl
  nt, 26%, 27%[10 µM], nt, 25%[9.22 µM], nt, nt
N#Cc1ccccc1COC(=O)c1cccnc1N
  -1%, 10%, -36%[inhibitor], -9%, -29%, 14%, nt
O=C1CCc2ccccc2O1
  nt, 15%[21.7 µM], -7%, -12%, nt, 11%, nt
CCCc1nc2ccccc2c(=O)n1/N=C/c1ccccc1O
  -1%, 2%, -14%[0.074 µM], -22%, 10µM*, -7%[38.3 µM], ?
CC(C)CC(=O)Nc1ccccc1Oc1ccccc1
  1%, 7%, 3%, 5%, -3%, 21%[38.3 µM], 6%
COc1ccccc1CC(=O)N1CCN(c2ccc([N+](=O)[O-])cc2)CC1
  -1%, -9%, 14%[10 µM], nt, 0%[9.22 µM], 15%, ?
COc1cccc(CNC(=S)Nc2cc(C)cc(C)c2)c1
  1%, 0%, ?, ?, 18%[9.22 µM], 10%, 19%[1.84 µM]
CCC1CN(C(=O)Nc2cccc(C)c2)c2cc(C)ccc2O1 (centres undefined)
  0%, 1%, -12%[10 µM], -17%, 5%[9.22 µM], 11%, 16%[46 µM]
COC(=O)c1c(NC(=O)CSc2nncs2)sc2c1CCCCC2
  12%, -11%, -3%, -45%[inhibitor], -6%, 10%[38.3 µM], ?
CCOC(=O)CNC(=O)CSc1nnc(-c2ccco2)n1N
  -3%, 14%, -1%[0.074 µM], -9%, 4%, -1%[38.3 µM], -1%
S=C(NCCC(c1ccccc1)c1ccccc1)Nc1ccc(Cl)cc1
  -4%, 7%, -70%[inhibitor], 12%, ?, 11%[38.3 µM], ?
O=C(CCCCCNC(=O)c1ccccc1)N/N=C/c1ccc(F)cc1
  4%, 8%, -7%, 8%, 12%, 0%, 19%[46 µM]
Cc1ccc(N(CC(=O)NCCSCc2ccco2)S(=O)(=O)c2ccc(F)cc2)cc1
  0%, -6%, 7%[10 µM], nt, -9%[9.22 µM], 22%, ?
CC(C)(C)c1ccc(NC(=O)c2c(F)cccc2Cl)cc1
  nt, 5%, 2%[10 µM], nt, -6%[9.22 µM], nt, nt
CC1CCCCC1NC(=O)CN1CCC(O)(c2ccc3c(c2)OCO3)CC1 (centres undefined)
  2%, 4%, -4%[10 µM], -3%, 4%[9.22 µM], 1%, nt
CCOC(=O)c1nnc(-c2cccs2)nc1Oc1ccccc1C(=O)OC
  2%, -12%, 20%, -13%, -6%, 7%[38.3 µM], -4%
